Screening data deposited in PubChem by Sanford-Burnham Center for Chemical Genomics.
STEP block – STEP phosphatase inhibitors, primary screen, biochemical, fluorescence intensity, uHTS; Tyrosine-protein phosphatase non-receptor type 5 (Homo sapiens), P54829; recombinant STEP, OMFP fluorogenic substrate; inhibition, % at 20 µM; 360,000 tested, 0.25% active; AID 588621, 2011;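 active means inhibition at 20 µM, scaled per plate between control wells, above about 37%, limit read from the data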;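 further: 0% = DMSO with enzyme and substrate and 100% = substrate only without enzyme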
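Material: STEP (striatal-enriched tyrosine phosphatase) enzyme, cell-free | Medium: 50 mM Bis-Tris pH 6.0 with 2.5 mM DTT and 0.005% Tween 20 | Read-out: Percent inhibition scaled to no-enzyme and uninhibited-enzyme controls, plate-pattern corrected | Signal: Fluorescence read at 480 nm ex / 540 nm em | Times: 20 min reaction, room temperature, in the dark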
DNMT1 inh – human DNMT1 methyltransferase inhibitors, primary screen, biochemical, molecular beacon, fluorescence, HinP1I cleavage, uHTS. AID 588458, 2011. DNA (cytosine-5)-methyltransferase 1 (Homo sapiens), P26358. 360,000 tested, 0.83% active. inhibition (reported as % activation of signal), % at 10 µM; in the data active means inhibition above about 50%
LMPTP inh – LMPTP phosphatase inhibitors, primary screen, biochemical, fluorescence intensity, uHTS; Low molecular weight phosphotyrosine protein phosphatase (Homo sapiens), P24666; recombinant LMPTP-A, OMFP fluorogenic substrate; inhibition, % at 20 µM; 360,000 tested, 0.22% active; AID 651560, 2012;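 active means compounds that cut the enzyme signal by at least half of the control window in the single-dose screen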;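 further: plate controls were DMSO wells with enzyme plus substrate for no effect and substrate without enzyme for full effect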
Target sequence (P24666 whole entry, looked up): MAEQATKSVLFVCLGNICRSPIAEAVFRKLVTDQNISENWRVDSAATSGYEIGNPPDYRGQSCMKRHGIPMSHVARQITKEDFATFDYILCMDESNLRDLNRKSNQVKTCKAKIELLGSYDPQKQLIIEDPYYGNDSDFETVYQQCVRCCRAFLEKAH
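Test system: LMPTP-A phosphatase enzyme; input: 0.625 nM LMPTP-A final; reagent: OMFP substrate, 400 µM final; compound dosing: 20 µM single dose, 3% DMSO; incubation: 50 min dark incubation at room temperature; measured by: endpoint fluorescence intensity from OMFP dephosphorylation; measure: % inhibition relative to no-enzyme and uninhibited control wells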
Rpn11 block – Rpn11 (PSMD14) deubiquitinase inhibitors, primary screen, biochemical, fluorescence polarization, uHTS. 26S proteasome non-ATPase regulatory subunit 14 (Homo sapiens), O00487. human 26S proteasome, Ub4-pepOG fluorescence polarization; 20S core pre-blocked with epoxomicin. calls only at 20 µM. 360,000 tested, 0.59% active;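 active means inhibition at 20 µM, scaled to each plate's controls, above about 33%, limit read from the data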
Target sequence (O00487 whole entry, looked up): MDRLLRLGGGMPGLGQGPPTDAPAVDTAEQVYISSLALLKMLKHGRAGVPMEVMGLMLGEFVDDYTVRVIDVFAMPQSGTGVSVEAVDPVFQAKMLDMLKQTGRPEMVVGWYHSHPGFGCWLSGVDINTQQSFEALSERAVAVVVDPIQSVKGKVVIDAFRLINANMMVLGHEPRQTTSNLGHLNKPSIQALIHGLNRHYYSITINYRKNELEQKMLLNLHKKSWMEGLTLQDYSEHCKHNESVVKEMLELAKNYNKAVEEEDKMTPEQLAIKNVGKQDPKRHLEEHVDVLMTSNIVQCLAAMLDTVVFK
MT1-MMP act inh – blockers of MT1-MMP proenzyme processing, primary screen, HT1080 RFP-PRO-GFP cells, GFP/RFP fluorescence | Matrix metalloproteinase-14 (Homo sapiens), P50281 | GFP/RFP ratio fluorescence, overnight; percent of plate control window, DMSO zero | GFP/RFP ratio change, % at 20 µM | 360,000 tested, 0.061% active | AID 651647, 2012;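 active means GFP/RFP ratio change of at least 30% with cell ATP level not reduced by more than half and red fluorescence within 50% of control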; further: strong numbers were not always called active
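Assay system – RFP-PRO-GFP reporter HT1080 cells · Compound dosing – single dose of 20 µM compound, 1% DMSO final · Incubation – overnight compound exposure at 37 °C · Measure – GFP/RFP fluorescence ratio · Benchmarks – DMSO wells and RFP-L50D-GFP cells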
NRP1-CendR mod – modulators of CendR peptide binding to NRP-1, primary screen, biochemical, fluorescence polarization, uHTS | AID 602438, 2012 | FAM-RPARPAR peptide binding to NRP-1 | 360,000 tested, 0.85% active | inhibition, % at 25 µM;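 active means inhibition or corrected inhibition above about 18%, plus a signal ratio from 0.5 to 1.5, limit read from the data, passing the limit was not always enough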; further: strong numbers were not always called active
SKN-1 block – suppressors of acrylamide-induced Pgst-4::GFP reporter in worms, primary screen, SKN-1 inhibitor project, whole organism, uHTS, GFP/RFP fluorescence ratio, strain VP596; inhibition, % at 21.8 µM; 360,000 tested, 0.49% active; C. elegans VP596 Pgst-4::GFP/RFP ratio, 24 h;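 active means interference check ratio from 0.5 to 1.5 plus GFP to RFP signal ratio inhibition reaching or exceeding a fixed threshold, cut at about 30% in these data, passing the limit was not always enough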; further: some compounds called inactive have numbers as strong as hits
Scp1 inh – Scp-1 phosphatase inhibitors, primary screen, biochemical, colorimetric, uHTS; Recombinant Scp1, phosphopeptide, malachite green phosphate absorbance; inhibition, % at 20 µM; 340,000 tested, 0.88% active; AID 493091, 2011;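 active means inhibition above about 50% at 20 µM, limit read from the data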;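 further: plate controls were DMSO wells with enzyme for no effect and wells lacking enzyme for full effect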
Target sequence (Q9GZU7 76-261 limits assumed): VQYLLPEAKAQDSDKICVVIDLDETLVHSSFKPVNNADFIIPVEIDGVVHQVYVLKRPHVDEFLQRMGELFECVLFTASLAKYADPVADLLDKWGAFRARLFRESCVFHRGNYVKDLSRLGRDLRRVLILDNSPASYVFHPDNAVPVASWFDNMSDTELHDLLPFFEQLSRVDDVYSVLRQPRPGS
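Material: truncated SCP-1 phosphatase (76-261aa) / Buffer or medium: 50 mM Tris acetate pH 5.5, 0.005% Tween-20, 10 mM MgCl2 / Compound dosing: one concentration, 20 µM, with 1.0% DMSO / Incubation: 45 min room-temperature reaction, 5 min colour, 30 min stabiliser / Detection: colorimetric free-phosphate detection, absorbance 630 nm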
NadD block – inhibitors of S. aureus NadD, primary screen, biochemical, colorimetric, uHTS; purified NadD enzyme, colorimetric absorbance read-out; Nicotinate-nucleotide adenylyltransferase NadD (Staphylococcus aureus N315); 360,000 tested, 0.78% active; inhibition, % at 20 µM; AID 602399, 2012; in the data active means inhibition above about 26%; further: some compounds past the cut are filed as inactive
SUMO1 PPI mod – modulators of SUMO1 protein-protein interactions, primary screen, biochemical, uHTS; inhibition, % at 20 µM; Small ubiquitin-related modifier 1 (Homo sapiens), P63165; 360,000 tested, 0.33% active; SUMO1 binding to a labelled peptide, TR-FRET, 1 h; AID 602429, 2012; in the data active means inhibition above about 37%
Target sequence (P63165 whole entry, looked up): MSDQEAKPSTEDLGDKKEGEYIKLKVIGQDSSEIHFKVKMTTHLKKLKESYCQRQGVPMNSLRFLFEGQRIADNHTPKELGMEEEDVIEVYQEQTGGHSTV
Starred values were filed as active, the others as inactive; i = inactive; . = not tested or not shown.

canonical_smiles	STEP block	DNMT1 inh	LMPTP inh	Rpn11 block	MT1-MMP act inh	NRP1-CendR mod	SKN-1 block	Scp1 inh	NadD block	SUMO1 PPI mod
CCCCCCC(=O)Nc1nc(C)c(-c2csc(Nc3cc(OC)ccc3OC)n2)s1	-1.3	-32.0	1.7	i	4.8	-14.1	-7.3	7.9	28.7	70.0*
COc1ccccc1C(=O)COC(=O)C(CCSC)NC(=O)COc1ccccc1 (stereo not drawn)	2.1	-3.8	0.6	i	-3.1	-19.0	14.7	-11.8	1.7	3.3
CC(=O)Nc1ccc(S(=O)(=O)NNC(=O)c2cccc([N+](=O)[O-])c2)cc1	-2.4	12.2	-1.1	i	1.3	3.0	-5.8	-2.2	-5.2	-24.4
CC(C)(C)C(=O)NC(=S)NNC(=O)c1ccc(-c2ccccc2)cc1	2.2	-3.5	0.7	i	-10.1	2.3	-9.4	-12.0	-3.5	5.4
COc1ccc(-c2nnc3n(CCc4ccccc4)c(=O)c4ccccc4n23)cc1OC	-0.6	1.7	-0.8	i	0.9	-3.9	-2.9	5.5	8.5	-1.0
Cc1cccc(NC(=O)c2ccco2)c1C(=O)O	3.7	2.4	-2.1	i	-0.4	-9.8	4.4	-6.2	-5.9	4.0
COC(=O)c1ccsc1NC(=O)CSc1nnnn1-c1ccccc1SC	0.0	-3.5	3.5	i	-7.5	-1.3	-1.3	-6.2	-9.6	-2.4
CN(C)/C(=C\C(=O)c1ccccc1)C(=O)c1ccccc1	-2.6	2.2	-1.0	i	2.8	9.1	5.7	2.2	2.7	-2.0
CCCOC(=O)Nc1ccc(S(=O)(=O)Nn2cnnc2)cc1	-1.5	3.7	-1.7	i	6.8	-8.4	8.4	2.3	0.6	3.3
COc1ccc(NC(=O)c2cc(S(=O)(=O)Nc3ccc(OC)cc3)cs2)cc1	-0.1	-4.3	2.3	i	3.3	-0.5	-7.9	-9.4	-9.4	3.6
Cc1ccc(-c2ccc(=O)n(CCC(=O)N3CCN(c4cccc(C)c4)C(C)C3)n2)cc1 (stereo not drawn)	0.4	-0.3	-0.3	i	0.3	12.5	6.2	-10.4	-5.4	-10.1
CCOc1ccc(C2C(C(=O)OC)=C(C)N=C3SCCC(=O)N32)cc1OCC (stereo not drawn)	-2.5	-1.7	-0.4	i	3.3	-0.8	4.9	-1.6	1.6	-6.1
CC(=O)c1ccc(OCCCC(=O)Nc2cccc(S(=O)(=O)N3CCCCC3)c2)cc1	-1.2	-3.0	1.0	i	5.4	-4.5	-6.1	-12.7	-2.9	-0.8
C=CCn1c(SCC(=O)NCCC2=CCCCC2)nc2ccc(Cl)cc2c1=O	1.2	7.7	1.4	i	-5.5	6.3	4.2	-1.8	-3.4	-0.7
COc1ccc(-c2c(C)n([O-])c3c([n+]2=O)CCCC3)c(OC)c1	1.5	7.5	-1.4	i	0.9	-3.5	0.4	0.2	-1.1	-7.2
COc1ccccc1C(=O)COC(=O)CNS(=O)(=O)c1ccc(C)c(C)c1	2.1	0.7	0.0	i	2.5	1.7	-3.6	-11.8	-5.7	1.7
COC(=O)C1=C(CSc2nncn2C)NC(=O)NC1c1ccc(F)cc1 (stereo not drawn)	0.2	5.4	-1.3	i	1.2	3.1	-6.1	-5.3	-3.7	2.9
CC1Cc2cc(/C(O)=C3/C(=O)C(=O)N(CCN4CCOCC4)C3c3ccc(C(C)C)cc3)ccc2O1 (stereo not drawn)	5.8	2.4	1.0	i	-4.2	6.9	1.7	-0.7	10.5	-5.0
COCCn1c(N)c(C(=S)NC(=O)c2cccs2)c(=O)[nH]c1=O	-3.2	2.7	-1.7	i	-0.6	-9.6	5.4	-2.7	2.2	6.9
Cc1ccc(NC(=O)CN(C)C(=O)Cc2coc3cc(C)c(C)cc23)cc1	-2.6	-0.2	-5.9	i	0.2	2.0	-17.3	-2.8	-1.2	-10.7
Cc1cc(SCC(=O)Nc2ncc(Cl)cc2Cl)nc2ccccc12	2.4	-1.7	0.6	i	-4.8	-11.3	8.4	-2.7	4.3	4.1
COc1ccc(N2CCN(C(=O)c3ccc(Cn4c(=S)[nH]c5ccc(N6CCOCC6)cc5c4=O)cc3)CC2)cc1	1.8	-18.9	2.9	i	-5.9	-2.8	-9.6	-4.2	20.3	32.1
C=CC(=O)Oc1ccc(N2Cc3ccccc3C2=O)cc1	3.1	8.3	0.0	i	2.5	-6.0	2.3	-7.8	-6.5	21.8
CN(C)c1ccc(NC(=O)N2CCOCC2)cc1	-3.2	-16.9	1.0	i	0.4	-26.7	-5.4	3.3	-1.8	-8.4
Cn1c(SCC2CCCO2)nnc1-c1ccc([N+](=O)[O-])cc1 (stereo not drawn)	-2.3	2.3	-2.0	i	1.3	3.5	-1.4	-7.0	-1.7	-21.3
Cc1cccc(NC(=O)N2CCCc3ccccc32)c1C	-2.5	-0.3	-0.2	i	-2.9	17.1	1.4	-6.9	-1.4	6.5
O=C(CCCCCNC(=O)N1CCn2c1nc1ccccc12)NCc1ccc(Cl)cc1	1.2	-2.8	0.7	i	3.7	10.2	-1.9	41.6	10.1	7.6
NC(=O)c1c(NC(=O)c2ccc(F)cc2Cl)sc2c1CCC2	-0.5	-5.0	0.0	i	-1.2	-13.9	24.1	0.4	-1.7	2.7
Cc1ccccc1Nc1cc(=O)oc2ccccc12	1.7	-3.0	0.4	i	-3.5	22.1*	6.6	-7.9	2.8	-2.0
Cc1cccc(N2CCN(CC(O)COCc3cccs3)CC2)c1C (stereo not drawn)	-1.6	2.8	-2.1	i	0.9	-2.1	-4.3	-0.8	-6.4	1.0
Cc1cc(C(=O)OCC(=O)NCc2ccccc2)c2ccccc2n1	4.7	4.3	-0.1	i	5.0	7.1	-24.7	-0.2	-6.9	-17.3
CCOC(=O)C1=CCC(c2ccccc2)N(S(=O)(=O)c2ccc(C)cc2)[C@H]1CC (stereo partly drawn)	.	.	0.0	.	-4.5	-8.6	2.9	.	.	4.3
CCN(CC)CCCN=C(C)C1=C(O)c2ccccc2C1=O	-0.2	4.4	-3.1	i	2.2	4.4	-6.5	-8.9	-3.4	-8.8
COc1ccc(CN2C(=O)c3cccnc3C2=O)cc1S(=O)(=O)N1CCCC(C)C1 (stereo not drawn)	0.9	3.7	-1.1	i	1.2	2.8	-3.9	5.8	1.5	-23.6
c1ccc(-c2ccccc2OCCCN2CCCCCC2)cc1	-1.8	0.9	-2.0	i	-2.3	5.8	9.9	-6.0	-4.1	-2.1
COC(=O)Cn1c(C)nc(=O)c(-c2ccccc2)c1C	-2.2	3.4	-3.8	i	5.2	2.9	-10.9	2.9	1.0	-4.1
CCC(C)c1ccc(NC(=O)c2c([N+](=O)[O-])cnn2CC)cc1 (stereo not drawn)	-1.9	5.1	2.9	i	3.1	6.7	-1.0	-20.4	-1.5	-16.6
O=C(c1ccccc1)N1CCN(c2n[nH]c(=O)[nH]c2=O)CC1	1.4	4.1	-0.1	i	-1.8	10.2	2.8	1.7	-2.7	-1.4
Cc1cc(C)c(C(=O)Nc2ccc(S(=O)(=O)Nc3onc(C)c3C)cc2)c(C)c1	2.6	-0.8	0.4	i	1.7	-4.4	-21.4	-9.1	-3.8	5.8
CCc1cc(=O)oc2cc(OCC(=O)NCc3ccccn3)ccc12	1.3	0.2	-0.3	i	0.4	5.8	7.2	-6.3	2.1	0.6
Cc1ccc(-c2cc(-c3ccccc3C)[nH]n2)c(O)c1	-4.0	-7.7	2.0	i	-3.3	4.8	-1.0	-4.5	0.1	-1.9
CCSc1nnc(CNC(=O)c2ccccc2F)n1-c1ccccc1OC	1.8	1.0	-1.2	i	0.5	-8.2	5.2	-12.9	-7.5	-2.8
O=C(Nc1ccc(S(=O)(=O)C(F)F)cc1)c1ccc2c(=O)n3c(nc2c1)CCC3	1.0	0.2	1.6	i	-17.4	-4.3	8.2	-1.2	3.3	-20.9
COc1ccc2nc(C)c3c(c2c1)OC(C)C3 (stereo not drawn)	0.9	-10.0	-1.7	i	3.9	-10.8	-7.9	5.6	-1.1	0.4
O=C(c1ccoc1)N1CCN(c2cc(-c3ccccc3)nc3cc(-c4ccc(Br)cc4)nn23)CC1	7.4	-9.3	2.9	i	-2.6	-2.0	6.5	.	28.8	-11.8
COc1cccc(-c2nnc(NC(=O)c3ccc(Cl)s3)o2)c1	1.5	0.3	0.1	i	.	-13.3	-2.4	-16.0	4.4	6.3
O=S1(=O)CC(c2ccccc2)=NN=C(c2ccccc2)C1	-0.1	7.6	-2.0	i	3.6	1.8	36.1*	.	0.4	4.3
COc1ccc(C(=O)O)cc1S(=O)(=O)Nc1ccccc1C(=O)NCc1ccc2c(c1)OCO2	3.6	13.4	2.5	i	-0.3	5.8	-7.3	27.4	-4.8	20.5

An excerpt from above in order of SMILES length, falling.
canonical_smiles	STEP block	DNMT1 inh	LMPTP inh	Rpn11 block	MT1-MMP act inh	NRP1-CendR mod	SKN-1 block	Scp1 inh	NadD block	SUMO1 PPI mod
Cc1cc(C)c(C(=O)Nc2ccc(S(=O)(=O)Nc3onc(C)c3C)cc2)c(C)c1	2.6	-0.8	0.4	i	1.7	-4.4	-21.4	-9.1	-3.8	5.8
CCSc1nnc(CNC(=O)c2ccccc2F)n1-c1ccccc1OC	1.8	1.0	-1.2	i	0.5	-8.2	5.2	-12.9	-7.5	-2.8
c1ccc(-c2ccccc2OCCCN2CCCCCC2)cc1	-1.8	0.9	-2.0	i	-2.3	5.8	9.9	-6.0	-4.1	-2.1
